Screening data deposited in PubChem BioAssay by several laboratories.
PrPC TRFRET: inhibitors of human cell surface prion protein PrPC, primary screen, cell-based, TR-FRET; Major prion protein (Homo sapiens), P04156; TR-FRET read-out; inhibition, % at 13.8 µM; actives 0.43% (n = 370,000); AID 720596, 2013; in the data active means inhibition above about 24%; further: 0% = median of the test wells and 100% = reference compound wells
BoNT F protease: BoNT/F light chain protease inhibitors, primary screen, biochemical, flow cytometry, MLPCN library; Botulinum neurotoxin type F light chain protease (Clostridium botulinum); Multiplex microsphere protease cleavage assay; inhibition, % at 10 µM; actives 0.22% (n = 360,000); AID 588497, 2011; in the data active means inhibition above about 35%, passing the limit was not always enough; inconclusive means no clear call, values can overlap the other calls; further: plate controls were buffer without enzyme for full effect and enzyme alone for no effect
UGM FP inh: M. tuberculosis UGM enzyme inhibitors, primary screen, biochemical, fluorescence polarization, single point | purified UGM, fluorescence polarization probe displacement | inhibition, % at 10 µM | actives 0.06% (n = 320,000) | AID 504406, 2011; in the data active means inhibition above about 10%, passing the limit was not always enough; inconclusive means no clear call, values can overlap the other calls
Target sequence (P9WIQ1 whole entry, looked up): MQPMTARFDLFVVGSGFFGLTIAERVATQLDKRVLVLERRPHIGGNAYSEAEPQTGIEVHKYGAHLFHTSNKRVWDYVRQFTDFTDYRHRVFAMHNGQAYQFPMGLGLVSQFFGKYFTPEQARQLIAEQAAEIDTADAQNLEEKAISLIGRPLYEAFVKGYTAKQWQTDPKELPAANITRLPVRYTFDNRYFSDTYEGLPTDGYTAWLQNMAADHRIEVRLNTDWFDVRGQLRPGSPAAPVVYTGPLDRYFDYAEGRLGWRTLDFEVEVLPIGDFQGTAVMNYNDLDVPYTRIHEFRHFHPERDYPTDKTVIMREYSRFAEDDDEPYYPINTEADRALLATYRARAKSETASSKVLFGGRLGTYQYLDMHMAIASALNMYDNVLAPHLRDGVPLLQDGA
FadD28 binding: inhibitors of FadD28 bisubstrate probe binding, primary screen, biochemical, fluorescence polarization, single point | Mycobacterium tuberculosis FadD28 fatty-acid-AMP ligase | inhibition, % at 12.5 µM | actives 0.22% (n = 360,000); in the data active means inhibition above about 8.5%, passing the limit was not always enough; inconclusive means no clear call, values can overlap the other calls
BoNT A protease: BoNT/A light chain protease inhibitors, primary screen, biochemical, flow cytometry, MLPCN library | Botulinum neurotoxin type A light chain protease (Clostridium botulinum A str. ATCC 3502) | multiplex microsphere protease substrate cleavage | inhibition, % at 10 µM | actives 0.17% (n = 360,000) | AID 588499, 2011; in the data active means inhibition above about 30%; inconclusive means no clear call, values can overlap the other calls; further: plate controls were buffer without enzyme for full effect and enzyme alone for no effect
CCHFV vOTU inh: CCHFV vOTU protease inhibitors, primary screen, biochemical, Pep-AMC substrate, fluorescence. inhibition, % at 11.5 µM. actives 0.55% (n = 370,000). AID 651958, 2012; further: 0% = vehicle wells with enzyme and 100% = no enzyme wells
GDH-TPI counter: GDH-TPI coupling enzyme inhibitors, primary screen, artefact control for M. tuberculosis FBA inhibitor project, biochemical, absorbance, full deck; inhibition, % at 4.8 µM; GDH-TPI coupled enzyme counterscreen, NADH absorbance; actives 1.2% (n = 360,000);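 further: 0% = DMSO wells and 100% = wells lacking the enzyme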
BioA inh: M. tuberculosis BioA enzyme inhibitors, primary screen, biochemical, plate reader, single point, HTS; 7,8-diaminopelargonic acid synthase BioA (Mycobacterium tuberculosis); inhibition, % at 9.99 µM; actives 0.096% (n = 360,000); purified M. tuberculosis BioA enzyme; in the data active means inhibition above about 40%; inconclusive means no clear call, values can overlap the other calls
FBA Mtb inh: Mtb FBA enzyme inhibitors, primary screen, biochemical, fluorescence, strain H37Rv | purified M. tuberculosis FBA, fluorescence read-out | actives 2.3% (n = 360,000) | inhibition, % at 1 µM | Fructose-bisphosphate aldolase (Mycobacterium tuberculosis (strain ATCC 25618 / H37Rv)), …; in the data active means inhibition above about 27%;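 further: 0% = vehicle and 100% = reference inhibitor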
Target sequence (P9WQA3 whole entry, looked up): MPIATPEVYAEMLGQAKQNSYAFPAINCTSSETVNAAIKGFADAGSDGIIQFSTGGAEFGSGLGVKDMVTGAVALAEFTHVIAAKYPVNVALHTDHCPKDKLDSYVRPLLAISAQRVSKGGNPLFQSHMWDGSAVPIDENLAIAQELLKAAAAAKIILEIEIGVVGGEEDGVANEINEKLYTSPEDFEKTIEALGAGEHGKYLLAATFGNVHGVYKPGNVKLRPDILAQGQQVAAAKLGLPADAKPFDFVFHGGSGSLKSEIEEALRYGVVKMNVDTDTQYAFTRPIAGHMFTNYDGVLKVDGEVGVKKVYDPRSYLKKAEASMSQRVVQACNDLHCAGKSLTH
Starred values were filed as active, the others as inactive; ? = inconclusive; nt = no result given. Unless noted, no stated cut-off is given here; in the data, active means inhibition above about 30%; inactive means the rest.

SMILES | PrPC TRFRET | BoNT F protease | UGM FP inh | FadD28 binding | BoNT A protease | CCHFV vOTU inh | GDH-TPI counter | BioA inh | FBA Mtb inh
O=C(c1ccc(Cl)cc1)N1CCN(c2ncccn2)CC1 | 5 | 15 | 0.1 | -4.4 | -2.9 | -5 | -11 | 1.0 | 2
CCC(C)(C)NC(=O)CN(C(=O)c1csnn1)c1ccccc1-c1ccccc1 | -2 | 1 | -2.4 | -5.1 | -1.6 | 3 | -2 | nt | 2
COc1ccccc1Cc1nnnn1CC(=O)O | -3 | -7 | -1.2 | 0.0 | -0.3 | 5 | 3 | 1.3 | 1
COc1ccc(-c2nc(N)ncc2-c2csc(C)n2)c(O)c1OC | 6 | 0 | 1.2 | 0.2 | 0.9 | 9 | 6 | 0.1 | 1
Cc1nc(SCc2ccc([N+](=O)[O-])cc2)nc2ccccc12 | -6 | -4 | 1.8 | -4.5 | -0.5 | 4 | -2 | nt | 0
Cc1ccc(C(=O)N2CCN(S(=O)(=O)c3ccccc3C#N)CC2)cc1S(=O)(=O)N1CCOCC1 | 7 | 4 | 0.3 | 1.6 | 0.2 | -5 | 0 | 0.2 | 1
COCCNC(=O)CN(C)S(=O)(=O)c1ccc(Br)cc1 | -6 | 1 | 1.8 | -2.9 | 0.3 | -11 | 10 | -1.4 | -1
COc1ccc(CCN(C(=O)c2snc(C(N)=O)c2N)C(C(=O)NCC2CCCO2)c2ccc(F)cc2)cc1OC (configuration not stated) | -11 | -21 | nt | 0.2 | -1.7 | 4 | 15 | -2.4 | 4
Cc1c(C(=O)Nc2ccncc2)oc2c1C(=O)CC(C)(C)C2 | 8 | 5 | 0.3 | -4.3 | ? | 8 | -11 | 2.5 | 3
O=C(Cc1ccccc1)NCc1ccc2c(c1)OCO2 | -3 | 1 | -2.2 | -3.1 | -0.5 | 6 | -3 | -2.9 | -2
CCOc1ccccc1NC(=O)CSc1nnnn1-c1ccc(C(=O)OC)cc1 | -3 | -3 | 1.9 | -0.6 | 1.4 | -7 | 5 | 0.6 | 1
COc1ccc(OC)c(S(=O)(=O)Nc2cccc3ccccc23)c1 | 4 | ? | 1.6 | -3.0 | -9.1 | -7 | -2 | 0.7 | 2
N#Cc1ccc(C(=O)Nc2cc(S(=O)(=O)Nc3ccc(Cl)cc3)ccc2N2CCCCC2)cc1 | 7 | 0 | -0.1 | 0.0 | 0.5 | 4 | 22 | nt | 1
COc1ccc(S(=O)(=O)NCc2ccc3c(c2)OCO3)cc1C | 6 | -13 | 1.1 | -3.4 | -0.6 | 1 | -8 | 1.0 | -1
COc1cc(NC2c3ccccc3C(=O)N2Cc2ccc3c(c2)OCO3)cc(OC)c1 (configuration not stated) | 7 | 6 | -3.2 | -0.4 | 1.1 | -13 | -1 | 0.3 | 0
CCOc1ccc2oc(=O)cc(C)c2c1 | 3 | 25 | 2.6 | -1.1 | 1.4 | -12 | 14 | -1.3 | 15
CC(=O)Nc1sc(NC(=O)c2ccc(C)cc2)nc1-c1cccs1 | 1 | ? | 2.4 | -4.4 | 0.9 | 6 | 8 | -1.5 | -12
O=C1CC(c2ccccc2)CC(O)=C1C=NCCc1ccccc1 (configuration not stated) | -2 | 2 | -3.1 | -1.9 | -1.6 | -13 | 4 | nt | -1
CCN1C(=O)N(CC)C(=O)C2(Cc3ccccc3N3CCN(c4ccccc4)CC32)C1=O (configuration not stated) | 7 | nt | 2.3 | -1.2 | nt | -6 | 10 | -2.8 | -2
COc1ccc(-c2nc(-c3ccccc3)ncc2S(C)(=O)=O)cc1 | -5 | -1 | 3.4 | -2.5 | 0.3 | -13 | -6 | nt | -1
C=CCN1C(=O)SC(Cc2cccc(OC)c2O)C1=O (configuration not stated) | -5 | 0 | 0.4 | -0.1 | -0.1 | 8 | -2 | 1.1 | 3
CC1CCN(C(=O)c2ccc(S(=O)(=O)N3CCCC3)cc2)CC1 | -5 | 10 | 1.1 | -1.0 | -0.3 | 5 | -3 | -0.3 | -2
CC(Oc1ccc2c(-c3ccccc3)cc(=O)oc2c1)C(=O)N1CCOCC1 (configuration not stated) | -10 | -5 | 2.3 | -2.0 | -3.2 | 10 | 20 | 11 | -2
Clc1ccc(C(Cn2ccnc2)OCc2c(Cl)cccc2Cl)c(Cl)c1 (configuration not stated) | 7 | -8 | -0.7 | -6.1 | -0.4 | 18 | -1 | -0.9 | -1
Cc1ccc2c(c1)c1c(n2C)C(=O)CCC1 | 8 | -30 | 0.3 | -3.6 | -3.0 | -5 | 8 | 0.1 | -9
Cc1cc(NC(=O)CN2C(=O)NC(C)(c3ccccc3Cl)C2=O)no1 (configuration not stated) | -6 | 0 | 3.4 | 1.1 | -0.8 | 3 | 9 | 0.5 | -1
Cc1nc2ccccc2c(=O)n1NCc1cccs1 | -13 | -5 | 3.3 | -1.1 | -0.1 | 10 | 6 | 1.5 | 5
CCNC(=O)C1(C)CCN(Cc2ccccc2-c2ccccc2)C1 (configuration not stated) | -3 | 9 | nt | -2.3 | 0.3 | -3 | 7 | 0.7 | 5
O=C(NCCC1CCCCN1S(=O)(=O)c1ccccc1)C(=O)NCCN1CCOCC1 (configuration not stated) | -1 | 5 | -0.9 | -0.2 | -1.6 | -8 | 2 | -3.3 | 0
Cc1nc2cc(C(F)(F)F)ccc2n1CCNc1nc(-c2ccc(F)cc2)cs1 | -7 | -11 | 0.1 | -1.2 | -0.6 | 15 | 6 | 0.6 | -1
CCSC1=C(C#N)C(c2cccc(OC)c2)CC(=O)N1 (configuration not stated) | -1 | -2 | 1.8 | -4.3 | 0.4 | -5 | 0 | -0.1 | 3
CCOC(=O)CC1C(=O)NCCN1S(=O)(=O)c1cccc(C(F)(F)F)c1 (configuration not stated) | 5 | 0 | -3.6 | -1.9 | -0.9 | -9 | -8 | 0.2 | 0
CCOC(=O)c1ccccc1NC(=O)Cc1c(C(=O)O)n(C)c2ccccc12 | 3 | -1 | 0.2 | -3.9 | -2.7 | 2 | 0 | -1.8 | 2
CCOC(=O)c1cc2oc(C)cc2n1CC(=O)OC1CCCCC1 | 2 | -1 | -0.8 | -1.7 | -1.0 | 15 | 6 | 2.4 | -3
CSc1cccc(-n2c(C)cc(C(N)=O)c2C)c1 | 9 | 14 | 0.0 | -6.2 | 1.3 | -3 | 0 | 0.4 | 2
CCOC(=O)c1ccc(N(CCC2CO2)S(=O)(=O)c2ccc(C)cc2)cc1 (configuration not stated) | 7 | 0 | nt | -2.4 | -0.1 | -9 | 7 | nt | 5
ON=C1C2CC=C(c3ccccc3)C1CCC2 (configuration not stated) | 6 | 0 | nt | -6.8 | 0.3 | -9 | 18 | nt | 2
COCCNC(=S)NC12CC3CC(CC(C3)C1)C2 | 0 | 1 | 3.2 | -1.6 | 0.0 | 2 | -4 | 0.1 | -1
CN(C)S(=O)(=O)c1ccc(NC(=O)c2cccnc2)cc1 | 2 | -14 | 1.8 | -1.6 | -0.4 | -4 | 3 | 21 | 4
COc1ccccc1OCCSc1nc2ccccc2n1CCC(=O)O | 10 | ? | -1.3 | -0.7 | 2.4 | 4 | 8 | -0.3 | 2

Looked up one by one from the entries so far, 2 records:
SMILES | PrPC TRFRET | BoNT F protease | UGM FP inh | FadD28 binding | BoNT A protease | CCHFV vOTU inh | GDH-TPI counter | BioA inh | FBA Mtb inh
CC(Oc1ccc2c(-c3ccccc3)cc(=O)oc2c1)C(=O)N1CCOCC1 (configuration not stated) | -10 | -5 | 2.3 | -2.0 | -3.2 | 10 | 20 | 11 | -2
CN(C)S(=O)(=O)c1ccc(NC(=O)c2cccnc2)cc1 | 2 | -14 | 1.8 | -1.6 | -0.4 | -4 | 3 | 21 | 4

Later entries:
SMILES | PrPC TRFRET | BoNT F protease | UGM FP inh | FadD28 binding | BoNT A protease | CCHFV vOTU inh | GDH-TPI counter | BioA inh | FBA Mtb inh
Cc1cccc(C)c1OCC(=O)Nc1ccc2c(c1)C(=O)NC2=O | 4 | 2 | -1.5 | -3.7 | 2.0 | 3 | -5 | 1.4 | -2
CC1CCCC(NC(=O)COC(=O)c2ccccc2C(=O)N(C)C2CCCCC2)C1C (configuration not stated) | 13 | -10 | nt | -1.0 | -0.3 | 12 | 12 | 3.3 | -1
O=C(C[n+]1cc(-c2ccccc2)n2c1CCC2)c1cccs1 | -4 | 0 | -2.2 | -2.0 | 0.4 | 12 | -3 | 2.6 | 0
Cc1c(Cl)cnc(NC(=O)COC(=O)c2cccc(S(=O)(=O)N3CCc4ccccc4C3)c2)c1Cl | -10 | -1 | -0.6 | -3.6 | 0.1 | -7 | 1 | -0.8 | -4
CCN1CCN(CC(O)COCc2cc(OC)c(OC)c(OC)c2)CC1 (configuration not stated) | 8 | -4 | -2.5 | 0.6 | -0.3 | 1 | 0 | nt | 3
CCOC(=O)C(C(=O)Nc1nccs1)C1CCCCC1 (configuration not stated) | 1 | 2 | 0.7 | -1.9 | -0.9 | 15 | -1 | -1.5 | 0
Clc1ccc(OCc2nc(-c3ccncc3)no2)cc1 | 5 | -9 | 3.3 | -2.9 | -1.4 | -9 | 3 | -0.2 | 0
COc1ccc(-n2nc3c(c2NC(=O)COc2ccccc2F)CS(=O)(=O)C3)cc1 | -1 | 4 | -0.9 | -2.9 | 0.6 | 10 | 3 | 0.4 | 1
Cc1ccc(NC(=O)CCn2cnc3ccccc3c2=O)cc1 | 9 | 0 | 1.0 | -4.7 | 1.2 | -1 | 0 | -2.0 | -3
O=C(NCCc1ccccc1)c1ccc2nc(N3CCOCC3)sc2c1 | 7 | -1 | 0.9 | -2.6 | -0.1 | -3 | -4 | -0.1 | -2
COc1cc(OC)cc(C(=O)Nc2ccc3c(c2)n(C)c(=O)n3C)c1 | -2 | ? | 0.0 | -4.1 | -6.5 | 3 | -1 | 3.4 | -1
O=C(NCCCN1CCN(c2ccccc2F)CC1)C1CCC(=O)N1C1CCCCC1 (configuration not stated) | -4 | 2 | 0.8 | -0.8 | 0.0 | -7 | 11 | 0.7 | 2

In the list so far, these contain a Cl atom.
SMILES | PrPC TRFRET | BoNT F protease | UGM FP inh | FadD28 binding | BoNT A protease | CCHFV vOTU inh | GDH-TPI counter | BioA inh | FBA Mtb inh
O=C(c1ccc(Cl)cc1)N1CCN(c2ncccn2)CC1 | 5 | 15 | 0.1 | -4.4 | -2.9 | -5 | -11 | 1.0 | 2
N#Cc1ccc(C(=O)Nc2cc(S(=O)(=O)Nc3ccc(Cl)cc3)ccc2N2CCCCC2)cc1 | 7 | 0 | -0.1 | 0.0 | 0.5 | 4 | 22 | nt | 1
Clc1ccc(C(Cn2ccnc2)OCc2c(Cl)cccc2Cl)c(Cl)c1 (configuration not stated) | 7 | -8 | -0.7 | -6.1 | -0.4 | 18 | -1 | -0.9 | -1
Cc1cc(NC(=O)CN2C(=O)NC(C)(c3ccccc3Cl)C2=O)no1 (configuration not stated) | -6 | 0 | 3.4 | 1.1 | -0.8 | 3 | 9 | 0.5 | -1
Cc1c(Cl)cnc(NC(=O)COC(=O)c2cccc(S(=O)(=O)N3CCc4ccccc4C3)c2)c1Cl | -10 | -1 | -0.6 | -3.6 | 0.1 | -7 | 1 | -0.8 | -4
Clc1ccc(OCc2nc(-c3ccncc3)no2)cc1 | 5 | -9 | 3.3 | -2.9 | -1.4 | -9 | 3 | -0.2 | 0
